Nrf2 block: Nrf2 pathway inhibition; 360,000 tested, 2.1% active; A549 ARE-Fluc reporter, luciferase luminescence, 18-24 h; Potency, µM (titrated, usually from 46 µM), for the others: top-dose activity change, negative = inhibition, actives largely listed as inhibitors; further: potency means the concentration at half of the fitted maximal effect; on the % scale 0 is the no-effect control and ±100 the full control effect; nearly all actives have a fitted effect of over 60% in size
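In this cell-based qHTS, ARE-driven firefly luciferase in A549 cells reports Nrf2 activity; the luminescent signal after BugLite lysis is the measured value, with a prior CellTiter-Fluor read for cell health.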
Nrf2 activator: activates Nrf2 signaling; 410,000 tested, 0.31% active; AREc32 ARE-luciferase reporter (MCF7-derived line), luminescence, 24 h; AID 624171; Potency, µM (top dose mostly 46.1 µM), without a hit: at the top dose activation, usual class: activators; further: potency means the concentration at half of the fitted maximal effect; % of control where 0% means no effect; nearly all actives have a fitted effect of over 65% in size
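Reporter line AREc32 (ARE-Fluc), seeded overnight in OPTI-MEM with 5% FBS; compound pin-transferred, 24 hr at 37 deg C, 5% CO2; luminescent read-out.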
HepG2 viability: counter-screen for TGF-b inhibitors: cytotoxicity in HepG2 cells; HepG2 CAGA-GFP viability, ATP luminescence, 18 h; Potency, µM (titrated, usually from 46.1 µM), without a hit: at the highest dose activity change, negative = cytotoxicity, usual class: cytotoxic; 410,000 tested, 0.76% active; further: potency means the concentration at half of the fitted maximal effect; some results filed as inactive show a strong effect at the top dose
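CellTiter-Glo luminescence gave cytotoxicity after 18 hours at 37 degrees C. The cells were HepG2 CAGA-GFP in 1% FBS DMEM, stimulated with 500 pg/mL TGF-beta after compound addition. %Activity was normalised to no-cell wells (complete cell-killing) and DMSO (no toxicity), and curves were fitted and classified.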
MCF10A rereplic: DNA re-replication induction in MCF 10a cells | 350,000 tested, 2.9% active | MCF 10A DNA re-replication, Hoechst nuclear intensity, 48 h | AID 624296 | Potency, µM (titrated, usually from 46.1 µM), for inactives: top-dose activity, positive = re-replication, most hits filed as activators; further: potency means the concentration at half of the fitted maximal effect; % of control where 0% means no effect; nearly all actives have a fitted effect of over 50% in size
IL-1B inflam inh: blocks inflammasome-driven IL-1 beta release | THP-1 LPS/ATP IL-1B secretion, AlphaLISA, 16 h; hits give low values | activity change, % at 57.5 µM | 360,000 tested, 4.7% active; in the data active means activity change below about -50%; inconclusive means mostly about -30% to -49%; further: on the % scale 0 is the no-effect control and ±100 the full control effect
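Secreted IL-1B measured by AlphaLISA bead assay after 16 h compound exposure of THP-1 cells; compounds (final up to 57.5 uM) added 1 h before LPS (250 ng/mL) and ATP (1.25 mM) stimulation; lower signal means less secretion.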
ATXN2 expr inh: ATXN2 expression inhibition; Potency, µM (top dose mostly 57 µM), without a hit: top-dose activity change, negative = inhibition, hits mostly inhibitors; 360,000 tested, 0.72% active; HEK-293 ATXN2-luciferase reporter, luminescence, 24 h; further: potency means the concentration at half of the fitted maximal effect; on the % scale 0 is the no-effect control and ±100 the full control effect; nearly all actives have a fitted effect of over 55% in size
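ATXN2-luciferase reporter cells (luciferase flanked by upstream and downstream ATXN2 gene portions) were treated 24 h at 37 °C with compounds at up to 57 uM. SteadyGlo luminescence gave expression; GF-AFC fluorescence gave viability.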
ATXN viability: reduces viability in counter-screen for ATXN expression inhibitors. 400,000 tested, 0.49% active. S2 cells (HEK-293 line with an ATXN2-luciferase reporter) viability, CellTiter-Fluor protease fluorescence, 24 h. Potency, µM (titrated, usually from 56.7 µM), usual class: cytotoxic; further: potency means the concentration at half of the fitted maximal effect; nearly all actives have a fitted effect of over 40% in size
TGFb SMAD3 inh: TGF-b pathway inhibition; HepG2 CAGA-GFP TGF-b/SMAD3 reporter, GFP fluorescence, 18 h; TGF-beta stimulated, 500 pg/mL final; Potency, µM (titrated, usually from 46.1 µM), without a hit: at the highest dose activity, negative = inhibition, actives largely listed as inhibitors; 410,000 tested, 1.2% active; AID 588855; further: potency means the concentration at half of the fitted maximal effect; on the % scale 0 is the no-effect control and ±100 the full control effect; nearly all actives have a fitted effect of over 65% in size
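Cell-based qHTS in HEPG2 carrying a CAGA-GFP Smad reporter; compounds added before 500 pg/mL final TGF-beta, 18 h incubation at 37 degrees C, GFP fluorescence quantified per cell by imaging cytometry.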
A549 tox: A549 cytotoxicity, counter-screen for Nrf2 inhibitors | A549 ARE-Fluc cells, CellTiter-Fluor viability, 18-24 h | Potency, µM (doses to about 46 µM), for the others: top-dose activity change, negative = cytotoxicity, usual class: inhibitors | 390,000 tested, 0.16% active | AID 504648; further: potency means the concentration at half of the fitted maximal effect; on the % scale 0 is the no-effect control and ±100 the full control effect
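A549 ARE_Fluc cells in 5% FBS OPTI-MEM were exposed to compounds in concentration-response for 18-24 h at 37 deg C. Viability was read by CellTiter-Fluor fluorescence (Ex 405/Em 525) after 30 min, before the luciferase read.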
* = called active by the depositor; i = inactive; ? = inconclusive; . = no result given; & = joins results of further samples. Unless noted, the call rests on the fitted dose curve; in most records, active means well fitted curve in the direction sought with a large enough effect; inconclusive means small, poorly fitted or top-dose-only effect, or another doubt; inactive means no such curve, though single readings can be large; an effect the other way counts as inactive or inconclusive. Outcome played no part in choosing rows; any-hit rate near 8.8%.

SMILES	Nrf2 block	Nrf2 activator	HepG2 viability	MCF10A rereplic	IL-1B inflam inh	ATXN2 expr inh	ATXN viability	TGFb SMAD3 inh	A549 tox
NS(=O)(=O)c1ccc(NC(=O)c2ccc(-c3ccccc3)cc2)cc1	16%	0.1%	-3%	4%	26	-26%	i	-15%	4%
O=S(=O)(c1ccccc1)N1CCN(S(=O)(=O)c2ccc(F)cc2)CC1	1%	-1.2%	-11%	0%	-11	.	i	-3%	-6%
Cc1ccc(CN2CCC(CNC(=O)Nc3cccc(Cl)c3C)C2)cc1 (stereo unspecified)	5%	7.5%	-42%	.	.	-24%	?	?	-14%
Cc1cccc(C(=O)NCC(=O)OCc2cc(=O)n3nc(C)sc3n2)c1	?	0.5%	0%	.	.	-17%	i	-20%	-1%
COc1ccc(Cl)cc1S(=O)(=O)Nc1ccc2[nH]c(=O)[nH]c2c1	-9%	12%	-28%	.	.	.	.	-2%	-2%
Cc1ccc2oc(=O)c(/C=C(\O)c3sc(C)nc3C)nc2c1	-20%	?	-3%	16%	24	-11%	i	1%	2%
CN1C(=O)N(C)c2ccc(C=O)c3cccc1c23	-27%	-0.2%	-28%	9%	-4	?	i	12%	?
COc1ccc(NC(=O)CN(C)C(=O)c2cnc(Cl)c(Cl)c2)cc1	-8%	-0.3%	5%	5%	22	0%	?	1%	-16%
COc1ccc(CNC(=O)CCS(=O)(=O)c2cc(Br)cc3c2N(C(=O)C2CC2)CC3)cc1	-11%	-0.4%	-4%	.	.	8%	i	-11%	1%
COc1cccc(CNC(=O)c2cc(=O)[nH]c3ccc(S(=O)(=O)N4CCCCC4)cc23)c1	-1%	-0.5%	0%	.	.	-2%	i	2%	-4%
Cc1ccc(S(=O)(=O)NC(=O)C2(C)CCN2C(=O)c2cccc(F)c2)cc1 (stereo unspecified)	.	-1.2%	0%	.	0	-7%	?	-6%	.
O=C(COc1ccccc1)NS(=O)(=O)c1ccc(Cl)cc1	-1%	-0.2%	-22%	-5%	13	1%	i	-8%	-3%
O=C(O)c1ccc(NC2=C/C(=N/S(=O)(=O)c3ccccc3)c3ccccc3C2=O)cc1	12%	-2.7%	4µM*	?	-97*	35µM*	.	5.6µM*	-14%
CCCCOc1cccc(C(=O)NC(=S)Nc2cccc(C(F)(F)F)c2)c1	3%	-0.7%	-36%	24%	-9	-5%	i	?	13%
Cc1ccccc1C(=O)N1CCC(C(=O)Nc2sccc2C(N)=O)CC1	3%	-0.9%	-12%	-4%	11	-5%	i	0%	-4%
Cc1ccc(C(CC(=O)Nc2ccc(F)c(Cl)c2)N2Cc3ccccc3C2=O)cc1 (stereo unspecified)	?	-0.3%	-9%	.	.	17%	i	4%	-3%
CCc1ccc2[nH]c(=O)c(CN(Cc3ccc(F)cc3)C(c3nnnn3CCN3CCOCC3)C(C)C)cc2c1 (stereo unspecified)	3%	3.2%	-21%	6%	24	-5%	i	2%	-4%
CCOC(=O)c1c(NC(NC(C)=O)C(Cl)(Cl)Cl)sc2c1CCCC2 (stereo unspecified)	?	7.1%	-36%	21µM*	14	4%	i	?	0%
CC(C)CNC(=O)CSc1n[nH]c(=O)n1CCc1ccccc1	-1%	-0.2%	15%	1%	-14	0%	i	10%	-7%
Cc1c(Cl)cccc1NC(=S)NCc1ccc2c(c1)OCO2	-7%	-0.2%	2%	7%	?	-17%	i	-30%	-1%
COC(=O)c1c(NC(=O)c2ccccc2F)sc2c1C(C(=O)OC)CC2 (stereo unspecified)	3%	16%	-12%	5%	-7	.	i	-6%	-3%
Cc1ccc(C(=O)N/N=C\c2ccc(-c3ccc([N+](=O)[O-])cc3)o2)cn1	30%	2.1%	9%	-1%	-14	1%	i	-2%	1%
Cc1cc(C)cc(NC(=O)C(=O)NC(C)c2ccccc2)c1 (stereo unspecified)	6%	-1.5%	-2%	.	.	-2%	i	-20%	0%
COc1cc(NS(=O)(=O)c2ccc(C)cc2)ccc1-n1cnnn1	7%	-0.3%	-17%	-4%	44	10%	i	-2%	-4%
COc1ccc(Cc2nnc(SCC(=O)Nc3ccc(C)cc3)n(N)c2=O)cc1	4%	-0.7%	-2%	6%	-6	8%	?	-5%	-4%

Looked up one by one from the list above, 5 records:
SMILES	Nrf2 block	Nrf2 activator	HepG2 viability	MCF10A rereplic	IL-1B inflam inh	ATXN2 expr inh	ATXN viability	TGFb SMAD3 inh	A549 tox
O=C(COc1ccccc1)NS(=O)(=O)c1ccc(Cl)cc1	-1%	-0.2%	-22%	-5%	13	1%	i	-8%	-3%
COc1ccc(NC(=O)CN(C)C(=O)c2cnc(Cl)c(Cl)c2)cc1	-8%	-0.3%	5%	5%	22	0%	?	1%	-16%
NS(=O)(=O)c1ccc(NC(=O)c2ccc(-c3ccccc3)cc2)cc1	16%	0.1%	-3%	4%	26	-26%	i	-15%	4%
Cc1ccc2oc(=O)c(/C=C(\O)c3sc(C)nc3C)nc2c1	-20%	?	-3%	16%	24	-11%	i	1%	2%
O=S(=O)(c1ccccc1)N1CCN(S(=O)(=O)c2ccc(F)cc2)CC1	1%	-1.2%	-11%	0%	-11	.	i	-3%	-6%

(list continues)
SMILES	Nrf2 block	Nrf2 activator	HepG2 viability	MCF10A rereplic	IL-1B inflam inh	ATXN2 expr inh	ATXN viability	TGFb SMAD3 inh	A549 tox
Cc1c(NC(=O)C(C)OC(=O)c2ccccc2O)c(=O)n(-c2ccccc2)n1C (stereo unspecified)	1%	0.5%	9%	-9%	3	-11%	i	?	4%
Cc1nn(Cc2nc(-c3cccs3)no2)c(C)c1Br	2%	10%	3%	3%	1	10%	i	3%	7%
Cc1cccc(NC(=O)CSc2n[nH]c(-c3ccncc3)n2)c1	-8%	-0.5%	-16%	4%	27	-13%	i	3.5µM*	0%
CCOC(=O)c1ccc(NC(=O)C(=O)NCc2ccccn2)cc1	-1%	-0.2%	11%	-1%	22	30%	i	13%	-1%
CC(C)C(C(=O)OCC(=O)c1ccc2c(c1)NC(=O)CO2)N1C(=O)c2ccccc2C1=O (stereo unspecified)	10%	-0.7%	-22%	2%	36	-5%	i	-28%	13%
O=C(Cc1ccccc1F)N1CCC(c2nc3c(nnn3Cc3cccc(Cl)c3)c(=O)[nH]2)CC1	?	0.1%	-40%	.	.	.	.	?	-3%
CCN(CC)C(=O)c1cc(S(=O)(=O)N2CCCCC2)c[nH]1	2%	-0.8%	-14%	2%	23	6%	i	-5%	0%
C=CCOc1ccc2ccccc2c1CNc1ncn[nH]1	7%	0.7%	-22%	-5%	16	4%	i	-29%	-2%
O=C(Nc1ccc(F)cc1)c1ccc(CN2CC(=O)N3CCCCC3C2=O)cc1 (stereo unspecified)	-19%	1.1%	-1%	.	.	.	.	-6%	0%
CC(=O)Nc1n[nH]c(=S)s1	-6%	-0.3%	0%	27%	0	-26%	i	-17%	22%
O=C(CNC(=O)c1ccc(Oc2ccccc2)cc1)OC1CCCCC1=O (stereo unspecified)	0%	-0.1%	1%	-8%	22	6%	i	-2%	2%
Cc1cccc(OCC(=O)Nc2ccc3c(c2)N(C)C(=O)c2ccccc2S3)c1	.	1.1%	-23%	.	.	.	.	?	-10%
CN(C)CCCOC(=O)CCc1ccccc1	.	-0.2%	5%	9%	0	-26%	?	3%	7%
CN(Cc1ccccc1)C(=O)C1CCN(S(=O)(=O)c2ccc(-n3cnnn3)cc2)CC1	-27%	-0.8%	-12%	-5%	-23	-1%	i	-3%	-1%
CC(=O)Nc1cccc(NC(=O)c2cc(-c3cccnc3)nc3ccc(Br)cc23)c1	12µM*	-0.2%	-77%	12µM*	-19	-30%	i	-21%	?
CN1CCN(C(=O)c2ccc(F)c(F)c2)CC1	2%	-0.4%	-2%	-8%	9	.	i	-5%	-13%
O=C(O)/C=C/C(=O)NNc1ncnc2ccccc12	3%	-0.2%	-2%	6%	27	.	i	5%	7%
CCCCNC(=O)c1cn(C)c2ccc(S(=O)(=O)N3CCCC3)cc2c1=O	-1%&5%	-0.4%&-0.3%	-17%&-8%	-4%	-8	-2%	i	12%&0%	-12%&2%
CCCCN(C)C(=O)c1nc2ccccn2c1CN(C)Cc1csc(C)n1	4%	2.4%	7%	-2%	11	.	i	-3%	-8%
Cc1cc(C(F)(F)F)c(C#N)c(Sc2ccccc2)n1	17%	21%	-3%	1%	25	0%	i	6%	0%
CCCN(CC(=O)Nc1ccccc1C)C(=O)C1CC(=O)N(c2ccc(C)cc2)C1 (stereo unspecified)	-4%	0.3%	-6%	-5%	12	1%	i	8%	0%
COc1ccc(NC(=O)Cn2c(=O)n(C(C)C)c(=O)c3oc4ccccc4c32)cc1Cl	-23%	0.0%	-5%	.	.	.	.	?	-10%
COc1ccc(/C=N/NC2=NCCCCC2)c(OC)c1	?	1.1%	-31%	3%	21	20%	?	1%	2%

Complete entries as entered above:
CC(=O)Nc1n[nH]c(=S)s1 across the screens: Nrf2 block = -6%; Nrf2 activator = -0.3%; HepG2 viability = 0%; MCF10A rereplic = 27%; IL-1B inflam inh = 0; ATXN2 expr inh = -26%; ATXN viability = i; TGFb SMAD3 inh = -17%; A549 tox = 22%
O=C(Cc1ccccc1F)N1CCC(c2nc3c(nnn3Cc3cccc(Cl)c3)c(=O)[nH]2)CC1 across the screens: Nrf2 block = ?; Nrf2 activator = 0.1%; HepG2 viability = -40%; MCF10A rereplic = .; IL-1B inflam inh = .; ATXN2 expr inh = .; ATXN viability = .; TGFb SMAD3 inh = ?; A549 tox = -3%
